Screening data (PubChem)
Growth percent in the NCI-60 one-dose screen (48 h, 10 µM unless noted): 100 = growth as untreated, 0 = no growth, -100 = all killed.
T-47D = T-47D breast cancer; 5% of 79,000 active
MDA-MB-231 = MDA-MB-231 breast cancer. 5% of 81,000 active. AID 1794789
LOX IMVI = LOX IMVI melanoma; AID 1794757; 7.4% of 79,000 active
MDA-MB-468 = MDA-MB-468 breast cancer. 8.5% of 78,000 active. AID 2202374
MCF7 = MCF7 breast cancer | AID 1794796 | 6.3% of 82,000 active
BT-549 = BT-549 breast cancer; 4.4% of 78,000 active; AID 1794793
SK-MEL-28 = SK-MEL-28 melanoma; 4.1% of 81,000 active; AID 1794761
HS 578T = HS 578T breast cancer; 4.1% of 78,000 active; AID 1794788
* hit, by the source's call; nt = not tested or not shown; & = joins results of further samples; [ ] = remark or other dose. The calls were made as follows: active = growth percent below 10; inactive = the rest.

SMILES	T-47D	MDA-MB-231	LOX IMVI	MDA-MB-468	MCF7	BT-549	SK-MEL-28	HS 578T
Cc1ccc(-c2ccc(SCC(=O)Nc3ccc(S(N)(=O)=O)cc3)nn2)cc1	101	101	89	120	90	120	104	106
CCCCN1CC(=O)N(/N=C2\C(=O)Nc3ccccc32)C1=S	73	71	81	82	84	90	108	69
NCCCc1nn2c(CCC(=O)c3nc4ncccc4[nH]3)nnc2s1	97	93	93	107	96	101	114	87
Cc1ccc2cc3c(NC(=O)c4cccnc4)nn(C)c3nc2c1	70	84	92	80	82	97	96	96
CCc1ccc(Nc2cc(C)nc3nc(C)nn23)cc1	-68*	-58*	-98*	-88*	-92*	41	-98*	51
O=C(NC1CCCCC1)C(c1ccc(O)c(O)c1)N(C(=O)C1CCc2cc(F)ccc2O1)c1ccc(F)cc1F (stereo not drawn)	69	75	78	101	63	50	99	97
COc1ccc(Nc2ccc(C(N)=O)c(NCCCNC(=O)C3CCC3)n2)cc1	103	53	67	69	89	33	97	76
Cn1c(=O)n(C)c2cc(CNCCNc3ccnc4cc(Cl)ccc34)ccc21	82	62	9.9*	59	74	91	-36*	78
Nc1ccn(C2CSC(CO)O2)c(=O)n1 (stereo not drawn)	nt	nt	nt	106	nt	nt	nt	nt
O=Nc1ccc2ccccc2c1O	52	55	7.4*	68	70	100	84	51
CC(N)(CSCc1ccccc1)C(=O)O (stereo not drawn)	95	107	100	105	100	108	96	105
COC1OCC(O)C(O)C1O (stereo not drawn)	105	110	95	100	91	105	106	99
Cc1cc(Cl)cc2c1OCN(c1ccccc1)C2	92	93	95	102	94	108	111	103
Cc1[nH]nc2ccc(-c3nc4cnc(N5CCN(C)CC5)cn4c3Nc3cccc(F)c3)cc12	70	59	81	57	55	77	80	65
C=COC(=O)CCCCCCCCC	110	102	98	100	101	108	106	102
O=C(Nc1ccc(Cl)cc1)c1cc(NCc2cc(O)ccc2O)ccc1O	43	69	84	81	66	36	99	90
COc1ccc(-c2nc(SCCC(C)C)nc(N/N=C\c3ccc([N+](=O)[O-])cc3)c2C#N)cc1	77	64	nt	70	60	73	87	80
Nc1nc2c(ncn2-c2ccccc2)c(=O)[nH]1	98	103	102	112	98	109	116	127
Nc1nc(N)nc(-c2cccc([N+](=O)[O-])c2)n1	99	106	nt	108	101	97	106	125
CSc1nc(Nc2cccc(N)c2)c(C#N)c(-c2cccc([N+](=O)[O-])c2)n1	94	94	93	105	88	94	126	100
Cc1ccc(C(=O)/C=C/c2ccc3c(c2)OCO3)cc1	84	112	92	99	85	100	111	103
COc1cc(C(=O)/C=C/c2c(C)n([O-])c3ccc(Cl)cc3[n+]2=O)cc(OC)c1OC	30	81	66	28	30	65	81	86
O=C(c1ccccc1)C(c1ccccc1)C(Cl)c1ccccc1 (stereo not drawn)	76	nt	nt	72	88	83	108	nt
COc1cc(Cn2c(SCCC(=O)Cc3ccc(S(N)(=O)=O)cc3)nc3ccccc3c2=O)cc(OC)c1OC	79	62	89	73	87	90	99	99
Cc1cc(C)cc(OC(=O)c2ccccc2)c1	93	95	95	122	97	109	110	102
CCN(CC)CCCC(C)N/C(=C1\C(=O)NC(=O)\C1=C(/NC(C)CCCN(CC)CC)c1cccc(OC)c1)c1cccc(OC)c1 (stereo not drawn)	49	-51*	-69*	-43*	0.0*	3.0*	-83*	38
CC12O[C@H](C[C@@H](O)[C@H]1O)n1c3ccccc3c3c4c(c5c6ccccc6n2c5c31)C(=O)N(CCCN)C4=O	24	41	2.0*	17	12	73	92	43
C/C(=C(\c1ccc(OCCN2CCOCC2)cc1)c1ccc(OC(=O)c2ccccc2)cc1)c1ccc(Cl)cc1	111	103	104	102	116	101	107	101
Oc1ccc(C2OCCO2)c2cccnc12	26	47	38	62	7.8*	64	63	76
COc1ccc2nc(-c3cnn4cccnc34)sc2c1	72	92	95	36	38	nt	108	99
CCSc1ccc(/C=C2\NC(=O)NC2=O)cc1	95	111	90	99	98	103	116	82
O=[N+]([O-])c1cccc(-c2csc(Nc3nc(-c4cccnc4)nc(C(Cl)(Cl)Cl)n3)n2)c1	95[3.3 µM]	91[3.3 µM]	nt	128[3.3 µM]	88[3.3 µM]	98[3.3 µM]	108[3.3 µM]	103[3.3 µM]
Nc1cc2c([nH]c[n+]2CC#CCCl)c(SCC#CCCl)n1	-60*	-50*	-91*	-57*	nt	-91*	nt	47
Cn1cc(/C=C2\SC(=S)N(CCCC(=O)NCCc3ccc(O)cc3)C2=O)c2ccccc21	73	93	85	59	59	89	93	82
CCOC(=O)c1cc(C(=O)c2cc(OC)cc(OC)c2)n2ccc(/C=C/c3ccn4c(C(=O)c5cc(OC)cc(OC)c5)cc(C(=O)OCC)c4c3)cc12	94	91	94	100	93	114	102	111
COc1ccc(-c2cc(-c3ccccc3)nn(CC(=O)N3CCN(C)CC3)c2=O)cc1	80	89	94	97	87	99	117	104
Cc1ccc(S(=O)(=O)OCCCc2cn(-c3ccc(-c4ccccc4)cc3)nn2)cc1	86	97	94	87	98	95	100	106
C[C@H]1N[C@@]2(C(=O)Nc3ccccc32)[C@@H](c2ccc(F)cc2)[C@@H]1C(=O)c1ccc(O)cc1	93	94	95	92	101	102	104	100
CCCCCCCCCCCC1=NC(C)(C)CN1C(C)(C)CO	45	58	-35*	-16*	24	77	-5.9*	81
COc1ccc(C(C)=O)cc1[N+](=O)[O-]	97&97	115&113	95&98	103&104	100&97	91&117	102&114	105&95
CC1(C)Oc2cc3oc(=O)ccc3cc2C[C@@H]1OCCNc1cccc(S(N)(=O)=O)c1	107	94	96	99	96	111	100	102
NC(=O)NNC(=O)Cc1ccccc1	91	108	91	96	97	103	100	108
COc1ccc2oc3c(C)c4c(c(C)c3c2c1)C(=O)N(CCCO)C4=O	119	81	91	72	nt	87	100	117
CN1C(=O)N(C)C2NC(N/N=C/c3ccc(Br)cc3)=NC21 (stereo not drawn)	87	100	91	105	96	98	97	87
CC1=C(C(=O)Nc2ccc(F)cc2)C(c2ccc(Cl)cc2)C2=C(CC(C)(C)CC2=O)N1 (stereo not drawn)	83	82	88	89	80	100	83	80

19 structures from above, arranged by SMILES length, rising.
SMILES	T-47D	MDA-MB-231	LOX IMVI	MDA-MB-468	MCF7	BT-549	SK-MEL-28	HS 578T
NC(=O)NNC(=O)Cc1ccccc1	91	108	91	96	97	103	100	108
Oc1ccc(C2OCCO2)c2cccnc12	26	47	38	62	7.8*	64	63	76
Cc1cc(C)cc(OC(=O)c2ccccc2)c1	93	95	95	122	97	109	110	102
CCSc1ccc(/C=C2\NC(=O)NC2=O)cc1	95	111	90	99	98	103	116	82
COc1ccc2nc(-c3cnn4cccnc34)sc2c1	72	92	95	36	38	nt	108	99
CCCCCCCCCCCC1=NC(C)(C)CN1C(C)(C)CO	45	58	-35*	-16*	24	77	-5.9*	81
Nc1cc2c([nH]c[n+]2CC#CCCl)c(SCC#CCCl)n1	-60*	-50*	-91*	-57*	nt	-91*	nt	47
CN1C(=O)N(C)C2NC(N/N=C/c3ccc(Br)cc3)=NC21 (stereo not drawn)	87	100	91	105	96	98	97	87
COc1ccc2oc3c(C)c4c(c(C)c3c2c1)C(=O)N(CCCO)C4=O	119	81	91	72	nt	87	100	117
COc1ccc(-c2cc(-c3ccccc3)nn(CC(=O)N3CCN(C)CC3)c2=O)cc1	80	89	94	97	87	99	117	104
CC1(C)Oc2cc3oc(=O)ccc3cc2C[C@@H]1OCCNc1cccc(S(N)(=O)=O)c1	107	94	96	99	96	111	100	102
CC1=C(C(=O)Nc2ccc(F)cc2)C(c2ccc(Cl)cc2)C2=C(CC(C)(C)CC2=O)N1 (stereo not drawn)	83	82	88	89	80	100	83	80
O=[N+]([O-])c1cccc(-c2csc(Nc3nc(-c4cccnc4)nc(C(Cl)(Cl)Cl)n3)n2)c1	95[3.3 µM]	91[3.3 µM]	nt	128[3.3 µM]	88[3.3 µM]	98[3.3 µM]	108[3.3 µM]	103[3.3 µM]
COc1cc(Cn2c(SCCC(=O)Cc3ccc(S(N)(=O)=O)cc3)nc3ccccc3c2=O)cc(OC)c1OC	79	62	89	73	87	90	99	99
C/C(=C(\c1ccc(OCCN2CCOCC2)cc1)c1ccc(OC(=O)c2ccccc2)cc1)c1ccc(Cl)cc1	111	103	104	102	116	101	107	101
C[C@H]1N[C@@]2(C(=O)Nc3ccccc32)[C@@H](c2ccc(F)cc2)[C@@H]1C(=O)c1ccc(O)cc1	93	94	95	92	101	102	104	100
CC12O[C@H](C[C@@H](O)[C@H]1O)n1c3ccccc3c3c4c(c5c6ccccc6n2c5c31)C(=O)N(CCCN)C4=O	24	41	2.0*	17	12	73	92	43
CCN(CC)CCCC(C)N/C(=C1\C(=O)NC(=O)\C1=C(/NC(C)CCCN(CC)CC)c1cccc(OC)c1)c1cccc(OC)c1 (stereo not drawn)	49	-51*	-69*	-43*	0.0*	3.0*	-83*	38
CCOC(=O)c1cc(C(=O)c2cc(OC)cc(OC)c2)n2ccc(/C=C/c3ccn4c(C(=O)c5cc(OC)cc(OC)c5)cc(C(=O)OCC)c4c3)cc12	94	91	94	100	93	114	102	111

Carrying on.
SMILES	T-47D	MDA-MB-231	LOX IMVI	MDA-MB-468	MCF7	BT-549	SK-MEL-28	HS 578T
Cc1ccc2[nH]c(=O)cc(C)c2c1	109	101	113	101	99	115	105	43
O=C(O)C[n+]1ccccc1	103	107	101	99	97	100	109	107
CN(C)N=Nc1cc(C#N)cc(C#N)c1	100	110	89	93	90	110	100	116
O=C(/C=C/c1cccc(O)c1)c1cccc(-n2cc(-c3ccc4ccccc4c3)[nH]c2=O)c1	-22*	15	-78*	-80*	-32*	-30*	43	-11*
CSc1nc(N)c2c(n1)NC(c1ccc3c(c1)OCO3)CC(c1ccc(Cl)cc1)=N2 (stereo not drawn)	53	88	86	78	72	94	92	94
CCCCCCCCCCCCCCCCC(=O)O	104	105	98	102	94	112	117	100
N#CCCC(C#N)(c1cccnc1)N1CCOCC1 (stereo not drawn)	101	115	97	89	103	115	104	108
O=C(OCCOCCN1CCCCC1)N1c2ccccc2Sc2cccnc21	104	108	100	96	93	109	108	88
Brc1cn2[n+](c1)[B-]n1cc(Br)c[n+]1[B-]2	101	96	89	19	89	113	99	88
CCOCc1ccccc1C(O)(c1ccccc1)c1ccccc1	95	87	93	99	98	105	99	108
Cn1ccc2c1-c1[nH]c(=O)c(S(=O)(=O)c3ccccc3)cc1CCC2	99	107	99	104	103	117	103	95
Cn1c(=O)c2c(=O)c3c4c(oc3oc2c2ccccc21)C(=O)c1ccccc1C4=O	84	98	96	65	77	104	107	101
CC1(C)OC(=O)CC1CCCC(=O)O (stereo not drawn)	100	101	102	106	110	115	112	102
Cc1cccc(N2C(=O)c3ccccc3C2=O)c1	87	104	100	99	109	116	123	132
C/C(=N\NC(=O)Cn1c(-c2ccc(S(C)(=O)=O)cc2)nc2ccccc21)c1ccccc1	107	95	96	102	92	101	102	91
O=C(NCCN1CCCCC1)c1ccc(-c2nc3ccc4[nH]ncc4c3c3c2CCCC3)cc1	101	101	100	78	86	100	102	105
CCCCCCCCCCCCCCCC#N	86	102	95	97	94	110	113	109
C=CCNC(=O)c1ccc(OC)cc1	103	104	111	124	95	106	144	221
C/C(=C(/C)C1CC1CCNS(=O)(=O)c1ccc(C)cc1)C1CCCC1 (stereo not drawn)	64	87	91	77	90	129	96	96
Nc1ccc(S(=O)(=O)c2ccc(NCNC(CSSCC(NCNc3ccc(S(=O)(=O)c4ccc(N)cc4)cc3)C(=O)O)C(=O)O)cc2)cc1 (stereo not drawn)	99	102	107	94	102	102	97	88
CN(C)C(=O)OC/C=C/c1ccccc1	92	109	102	107	88	93	nt	nt
CCSc1nc(-c2cc(OC)ccc2OC)cc(-c2ccc(OC)cc2)c1C#N	57	61	62	68	62	83	93	83
Fc1ccc2nc(Cl)c(Cn3nnc(Cc4ccccc4)n3)cc2c1	79	79	90	89	95	86	105	90
c1cc(-c2nc(N3CCOCC3)c3c4c(sc3n2)CCCC4)ccn1	85	91	100	97	90	84	117	97
O=C(/C=C/c1ccc(Cl)cc1)c1cccc(OCCCOc2cccc(C(=O)/C=C/c3ccc(Cl)cc3)c2)c1	78	110	99	93	21	105	102	106
CCOC(=O)C1=C(C)NC(C)=C(C(=O)OC)C1c1cccc(Cl)c1Cl (stereo not drawn)	78	62	94	70	81	97	116	77
CCCCC/C(C)=N\O	nt	nt	96	106	98	103	112	105
CCCCOc1nc2ccc(OC)cc2cc1C(c1cn(CCCC)c2ccc(F)cc12)c1cn(CCCC)c2ccc(F)cc12	104	105	108	112	95	109	110	97
Cc1ccc(-c2cc(C(=O)NCc3ccccc3)nn2-c2ccc(S(C)(=O)=O)cc2)cc1	92	97	99	115	89	142	108	103
CC(C)(C)n1nnnc1C(Nc1ccccc1)c1cc2cccc3ccc4cccc1c4c32 (stereo not drawn)	68	87	90	80	60	112	97	95
CCSc1nc2ncnc(N(C)Cc3ccccc3)c2c(=O)[nH]1	104	107	83	69	97	95	94	88
NNc1nncn2c1cc1ccccc12	102	104	100	112	92	85	111	111
c1cc(CCc2ccncc2)ccn1	113	101	102	100	104	118	100	148
O=C(O)COCCOCC(=O)O	99	97	101	107	102	108	112	104
CSc1nc(C)c([N+](=O)[O-])c(N)n1	107	96	97	106	94	99	120	104
COc1cccc(/C=C/C(=O)Nc2cc(OC)c3c(c2)OCO3)c1	95	84	96	93	102	108	114	99
O=C(O)c1ccc(-n2cc(/C=N/Nc3cccc(F)c3)c(-c3ccc(F)c(F)c3)n2)cc1	94	77	85	114	86	94	101	77
